Compound activity as filed in PubChem.
TRPN1 ag: activates the zebrafish TRPN1 channel; hit rate 0.18% among 220,000; activation, % at 3 µM; HEK293 zebrafish TRPN1-YFP, Fluo-8 calcium fluorescence; 100% = response to 87 µM carbachol; AID 1424;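 active = activation above its plate's cutoff, the mean activation of test wells on that plate plus 3 SD, cut at about 19% in these data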;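 also: 0% = DMSO alone and 100% = 87 µM carbachol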
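Assay system: Zebrafish TRPN1-YFP in HEK293 cells | Incubation: Dye loading 1 h at 37 °C, then 30 min room temperature | Measured by: Kinetic Fluo-8 fluorescence, ex 470-495, em 515-575 nm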
EP2 modulator: modulators of human EP2 prostaglandin E2 receptor; P43116; EP2-expressing cells, cAMP HTRF FRET, PGE2 co-stimulation; induction, % at 25 µM; hit rate 0.83% among 260,000;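 active = compounds whose cAMP rise, as percent of the full-agonist control response, exceeds 60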;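 also: rat C6 glioma line stably carrying human EP2 under a CMV promoter; the protocol text gives 20 µM as final concentration; 100% = response of wells given 1 µM PGE2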
BaF3 tox: parental Ba/F3 viability inhibition as JAK2V617F counter-screen; CellTiter-Glo ATP luminescence; inhibition, % at 5.6 µM; hit rate 1.1% among 220,000; AID 1486;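 active = inhibition above a per-campaign cutoff, the mean inhibition of all tested compounds plus 3 SD, cut at about 27% in these data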;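 also: 0% = DMSO wells and 100% = JAK Inhibitor I control wells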
Ba/F3 V617F tox: reduce viability of Ba/F3 cells dependent on JAK2V617F | Ba/F3 EpoR-JAK2V617F viability, ATP luminescence | inhibition, % at 5.6 µM | hit rate 1.1% among 220,000 | AID 1446;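 active = inhibition above the campaign mean plus 3 SD over all tested compounds, cut at about 24% in these data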;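 also: cytokine-independent growth of Ba/F3 cells driven by EpoR plus mutant JAK2; 0% = DMSO-treated cells and 100% = JAK inhibitor I control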
m-calpain inh: blocks pig calpain II enzyme activity | purified calpain II, fluorogenic peptide substrate, 30 min | inhibition, % at 16 µM | hit rate 0.37% among 220,000 | AID 1236;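 active = inhibition above about 50%, limit read from the data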
TRPML3 agonist: activates the human TRPML3 channel | Q8TDD5 | HEK293 TRPML3-YFP, Fluo-8 calcium fluorescence; 100% = the carbachol control signal | activation, % at 3 µM | hit rate 0.29% among 220,000;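 active = activation above its plate's cutoff, the mean activation of the plate's test wells plus 3 SD, cut at about 12% in these data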;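 also: 0% = DMSO only wells and 100% = carbachol wells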
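Test system: TRPML3-YFP stable HEK293 cells. Doses: single point at 3 µM. Incubation: dye loading 1 h 37 °C then 30 min ambient, 125 s read. Signal: Fluo-8 calcium dye fluorescence, ex 470-495, em 515-575 nm. Measure: percent activation from peak-to-basal fluorescence ratio, scaled between DMSO and carbachol.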
S1P4 agonist: agonists of human S1P4 receptor | O95977 | activation, % at 4.98 µM | S1P4-expressing cell line, agonist reporter assay | AID 1509 | hit rate 0.35% among 220,000; in the data active = activation above about 11%;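 also: 0% = DMSO vehicle and 100% = reference agonist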
PERK inhibitor: blocks human PERK kinase; Q9NZJ5; inhibition, % at 5.6 µM; hit rate 0.17% among 220,000; CHO PERK-DD fusion, SEAP luminescence translation reporter;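 active = inhibition above the mean inhibition of all tested compounds plus 3 SD, set separately per screening campaign, cut at about 2.9% in these data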;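 also: PERK kinase domain activated by AP20187 dimerizer at 100 nM; 0% = DMSO with dimerizer and 100% = rapamycin at 8.4 µM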
Target sequence (Q9NZJ5 whole entry, looked up, the tested form may be a part): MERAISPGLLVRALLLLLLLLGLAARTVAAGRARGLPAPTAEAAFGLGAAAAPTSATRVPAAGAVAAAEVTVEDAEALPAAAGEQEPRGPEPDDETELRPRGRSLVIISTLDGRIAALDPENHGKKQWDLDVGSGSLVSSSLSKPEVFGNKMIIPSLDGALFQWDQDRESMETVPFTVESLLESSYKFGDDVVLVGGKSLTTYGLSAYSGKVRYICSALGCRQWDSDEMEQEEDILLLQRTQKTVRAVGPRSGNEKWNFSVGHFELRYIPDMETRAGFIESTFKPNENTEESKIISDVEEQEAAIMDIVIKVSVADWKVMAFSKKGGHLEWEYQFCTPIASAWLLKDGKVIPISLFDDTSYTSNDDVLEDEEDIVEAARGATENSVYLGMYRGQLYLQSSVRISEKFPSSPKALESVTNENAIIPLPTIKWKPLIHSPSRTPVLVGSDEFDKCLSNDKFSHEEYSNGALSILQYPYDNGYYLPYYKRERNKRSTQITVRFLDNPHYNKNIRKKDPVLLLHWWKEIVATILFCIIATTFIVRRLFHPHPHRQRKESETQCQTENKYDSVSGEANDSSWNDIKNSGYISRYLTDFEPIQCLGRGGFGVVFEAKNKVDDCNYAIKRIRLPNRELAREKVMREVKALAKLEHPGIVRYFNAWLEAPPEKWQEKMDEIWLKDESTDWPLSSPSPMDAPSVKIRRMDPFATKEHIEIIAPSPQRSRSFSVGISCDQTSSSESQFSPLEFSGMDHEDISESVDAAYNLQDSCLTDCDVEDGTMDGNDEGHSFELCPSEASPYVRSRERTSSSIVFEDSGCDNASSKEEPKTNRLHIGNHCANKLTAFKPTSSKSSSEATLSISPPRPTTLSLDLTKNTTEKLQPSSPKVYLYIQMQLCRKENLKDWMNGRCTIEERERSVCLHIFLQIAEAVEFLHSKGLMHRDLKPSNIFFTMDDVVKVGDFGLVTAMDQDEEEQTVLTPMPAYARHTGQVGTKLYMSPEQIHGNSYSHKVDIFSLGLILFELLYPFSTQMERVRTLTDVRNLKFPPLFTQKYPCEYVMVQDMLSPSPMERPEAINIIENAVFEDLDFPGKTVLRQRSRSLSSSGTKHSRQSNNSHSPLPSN
S1P4 antag: antagonists of human S1P4 receptor; O95977; S1P4-expressing cells, antagonist mode, reporter read-out; inhibition, % at 4.98 µM; hit rate 0.26% among 220,000; AID 1510; in the data active = inhibition above about 29%;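 also: 0% = wells stimulated with agonist and 100% = vehicle wells without agonist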
Numbers without * were called inactive; i = inactive; & = joins results of further samples.

1. CCC1(CC)C(=O)C(C)(C)C(=O)OC1c1ccccn1 (stereo not given)
2. CNC(=O)c1c(N)sc2c1CCCCC2
3. CC(=O)Nc1ccc(NC(=O)CSCc2cnn(-c3ccccc3)c2-n2cccc2)cc1
4. CCOC(=O)c1cc(NC(=O)c2ccccc2)c(=O)n2c1oc1ccccc12
5. COc1ccc(Nc2cnn(-c3nc4ccccc4s3)c(=O)c2Cl)cc1
6. CC(NC(=O)COc1ncnc2cc([N+](=O)[O-])ccc12)c1ccccc1 (stereo not given)

compound no.	1	2	3	4	5	6
m-calpain inh	-7.3	-50.7	-45.6	-246.6	11.4	3.5
TRPN1 ag	0.7	1.7	-0.6	2.5	-0.3	0.6
Ba/F3 V617F tox	-0.8	-3.4	-2.2	-2.7	4.2	3.5
TRPML3 agonist	-0.6	0.9	0.1	0.9	-0.1	0.4
S1P4 antag	-19.8	-21.3	-11.6	10.5	-20.5	0.1
S1P4 agonist	1.1	0.2	0.4	-1.4	-0.1	0.1
EP2 modulator	9.2	17.4	2.4	5.5	-75.5	-5.4
PERK inhibitor	-0.8	-0.2	-0.8	1.2	-0.8	-0.3
BaF3 tox	5.3	4.2	6.7	4.6	3.0	14.9

7. CCc1nc(SCC(=O)NNC(=O)C(C)C)c2ccccc2n1
8. C=C(C)C(=O)Nc1cccnc1Oc1ccc(F)cc1
9. N#Cc1sc2nc3c(c(-c4ccco4)c2c1N)CCCC3
10. Cc1ccc(CSc2nc3ccccc3c(=O)[nH]2)cc1
11. CC(=O)Nc1ncc(Cc2ccc(Cl)cc2Cl)s1
12. COc1cc2c(cc1NC(=O)CN1CCN(S(=O)(=O)c3ccccc3F)CC1)oc1ccccc12

compound no.	7	8	9	10	11	12
m-calpain inh	-13.6	-20.3	-127.0	-21.3	-8.8	-16.2
TRPN1 ag	-0.2	-1.5	-1.2	0.3	-0.2	0.2
Ba/F3 V617F tox	4.8	-7.2	-7.0	0.4	3.6	1.4
TRPML3 agonist	0.1	0.1	-1.2	-0.1	0.5	0.1
S1P4 antag	4.8	-10.5	-12.4	-7.7	1.0	-15.0
S1P4 agonist	-3.0	1.3	-0.3	-0.6	-1.2	0.5
EP2 modulator	-2.4&16.7	14.0	57.7	41.3	36.9	-32.3
PERK inhibitor	-0.5	0.8	-1.1	-0.5	1.5	0.2
BaF3 tox	3.4	2.9	1.0	5.8	3.7	7.1

13. CCN(CC)C(=O)C1CCCN(Cc2cccc(Oc3ccccc3)c2)C1 (stereo not given)
14. Cn1c(-c2ccc([N+](=O)[O-])cc2)nc2ccccc21
15. O=C(CSc1nnc(-c2ccc(O)cc2)o1)N1CCOCC1
16. Cc1ccc(-c2cc(-c3ccco3)c3c(N)c(C(=O)NN)oc3n2)cc1
17. CSC1=C(C#N)C(CC(C)C)C(C(C)=O)=C(C)N1 (stereo not given)
18. CCN(C(=O)CSc1nnc(Cc2ccccc2F)n1N)C1CCS(=O)(=O)C1 (stereo not given)

compound no.	13	14	15	16	17	18
m-calpain inh	-16.8	35.4	13.6	13.4	-28.0	18.9
TRPN1 ag	-0.5	-3.2	0.3	2.1	0.2	-0.9
Ba/F3 V617F tox	-1.9	0.2	-4.3	-1.6	-0.5	-2.4
TRPML3 agonist	0.0	-0.6	0.7	0.8	-0.5	2.0
S1P4 antag	11.1	-1.3	-6.5	16.3	-6.7	-6.4
S1P4 agonist	2.7	-2.2	-0.2	-1.1	2.4	0.8
EP2 modulator	-16.9	8.5	42.0&7.6	-26.1	-7.1	-1.7
PERK inhibitor	-0.4	1.1	0.9	-0.4	-1.2	-0.3
BaF3 tox	2.2	2.1	1.5	1.0	3.2	3.4

19. Brc1ccc2ncnc(NCc3ccco3)c2c1
20. O=C(c1ccco1)N1CCN(S(=O)(=O)c2ccc3c(c2)CCN3C(=O)C2CCC2)CC1
21. CS(=O)(=O)N1CCCC(C(=O)NCCCN2CCC(Cc3ccccc3)CC2)C1 (stereo not given)
22. CCOC(=O)N1CCN(C(=O)c2cccn3c(=O)c4cc(Cl)ccc4nc23)CC1
23. CCCN(CCC)C(=O)Cn1c2ccccc2c2nc(=O)cc(C)n21
24. C=CCNC(=O)C12CCC(C)(C(=O)[C@H]1Br)C2(C)C (stereo not given in full)

compound no.	19	20	21	22	23	24
m-calpain inh	-23.9	-4.3	14.4	i	-43.6	-15.7
TRPN1 ag	6.8	1.3	-0.1	1.5	1.4	1.9
Ba/F3 V617F tox	-0.5	2.6	-0.8	-0.5	-2.1	-5.3
TRPML3 agonist	1.4	0.3	0.4	-0.5	0.1	0.8
S1P4 antag	-15.9	-1.5	-16.2	-7.8	-21.4	-5.3
S1P4 agonist	2.1	2.5	1.0	-0.7	2.9	0.9
EP2 modulator	20.9	18.8	-8.9	-19.9	1.1	35.9
PERK inhibitor	0.6	-0.8	0.0	-0.6	0.4	-0.1
BaF3 tox	3.4	4.3	95.6*	4.8	8.2	-1.3

Arranged by formula weight (descending): twelve of the compounds above.
12. COc1cc2c(cc1NC(=O)CN1CCN(S(=O)(=O)c3ccccc3F)CC1)oc1ccccc12
20. O=C(c1ccco1)N1CCN(S(=O)(=O)c2ccc3c(c2)CCN3C(=O)C2CCC2)CC1
18. CCN(C(=O)CSc1nnc(Cc2ccccc2F)n1N)C1CCS(=O)(=O)C1 (stereo not given)
22. CCOC(=O)N1CCN(C(=O)c2cccn3c(=O)c4cc(Cl)ccc4nc23)CC1
16. Cc1ccc(-c2cc(-c3ccco3)c3c(N)c(C(=O)NN)oc3n2)cc1
23. CCCN(CCC)C(=O)Cn1c2ccccc2c2nc(=O)cc(C)n21
24. C=CCNC(=O)C12CCC(C)(C(=O)[C@H]1Br)C2(C)C (stereo not given in full)
19. Brc1ccc2ncnc(NCc3ccco3)c2c1

compound no.	12	20	18	22	16	23	24	19
m-calpain inh	-16.2	-4.3	18.9	i	13.4	-43.6	-15.7	-23.9
TRPN1 ag	0.2	1.3	-0.9	1.5	2.1	1.4	1.9	6.8
Ba/F3 V617F tox	1.4	2.6	-2.4	-0.5	-1.6	-2.1	-5.3	-0.5
TRPML3 agonist	0.1	0.3	2.0	-0.5	0.8	0.1	0.8	1.4
S1P4 antag	-15.0	-1.5	-6.4	-7.8	16.3	-21.4	-5.3	-15.9
S1P4 agonist	0.5	2.5	0.8	-0.7	-1.1	2.9	0.9	2.1
EP2 modulator	-32.3	18.8	-1.7	-19.9	-26.1	1.1	35.9	20.9
PERK inhibitor	0.2	-0.8	-0.3	-0.6	-0.4	0.4	-0.1	0.6
BaF3 tox	7.1	4.3	3.4	4.8	1.0	8.2	-1.3	3.4

11. CC(=O)Nc1ncc(Cc2ccc(Cl)cc2Cl)s1
10. Cc1ccc(CSc2nc3ccccc3c(=O)[nH]2)cc1
17. CSC1=C(C#N)C(CC(C)C)C(C(C)=O)=C(C)N1 (stereo not given)
14. Cn1c(-c2ccc([N+](=O)[O-])cc2)nc2ccccc21

compound no.	11	10	17	14
m-calpain inh	-8.8	-21.3	-28.0	35.4
TRPN1 ag	-0.2	0.3	0.2	-3.2
Ba/F3 V617F tox	3.6	0.4	-0.5	0.2
TRPML3 agonist	0.5	-0.1	-0.5	-0.6
S1P4 antag	1.0	-7.7	-6.7	-1.3
S1P4 agonist	-1.2	-0.6	2.4	-2.2
EP2 modulator	36.9	41.3	-7.1	8.5
PERK inhibitor	1.5	-0.5	-1.2	1.1
BaF3 tox	3.7	5.8	3.2	2.1

Remaining list, next part
25. COc1ccc(C2CC(c3cccs3)=NN2C(=O)COC(=O)C2CCCCC2)cc1OC (stereo not given)
26. CC(C)N(C(=O)Cn1cnc2c(cnn2-c2ccccc2Cl)c1=O)C(C)C
27. O=C(NN1C(=O)c2ccccc2C1=O)C1CC2CCC1C2 (stereo not given)
28. Cc1ccccc1Cn1cnc2c([N+](=O)[O-])c(C)c(C)cc21
29. CC1N(O)C(c2ccc(Cl)cc2Cl)N(O)C1(C)C (stereo not given)
30. O=C(/C=C\Nc1ccc(S(=O)(=O)Nc2ncccn2)cc1)c1ccccc1

compound no.	25	26	27	28	29	30
m-calpain inh	32.8	6.7	9.6	7.9	-21.2	-8.4
TRPN1 ag	0.8	2.0	0.0	-2.2	-0.8	1.2
Ba/F3 V617F tox	7.2	0.8	-3.8	-2.3	-7.0	2.7
TRPML3 agonist	0.4	0.2	0.3	-1.3	-0.5	2.2
S1P4 antag	-1.7	7.8	-18.7	-15.8	6.0	-3.0
S1P4 agonist	0.9	0.8	2.0	0.6	-0.5	-1.2
EP2 modulator	-32.3	10.7	5.3	50.8	-16.0	15.4
PERK inhibitor	-0.5	0.3	1.1	-0.4	0.9	2.1
BaF3 tox	13.1	1.4	2.7	6.3	-0.5	-3.3

31. CCC1CCCCN1C(=O)CSc1nnc(-c2cccc(Cl)c2)o1 (stereo not given)
32. C=CCOc1c2ccc(C(=O)NCCc3ccc(C)cc3)cc2nn1C
33. O=C(Nc1ccccc1)c1ccn[nH]1
34. Cc1ccn2cc(CNS(=O)(=O)c3ccc(Cl)s3)nc2c1
35. Cc1cc(C)c2nc(N3CCC(C(=O)NCCCN4CC(C)CC(C)C4)CC3)sc2c1 (stereo not given)
36. CCn1nc(C)c(/C=N/NC(=S)Nc2ccc(Cl)cc2Cl)c1C

compound no.	31	32	33	34	35	36
m-calpain inh	21.0	-342.5	3.9	8.2	-7.8	7.7
TRPN1 ag	-0.8	-1.4	-0.8	0.5	-0.7	0.1
Ba/F3 V617F tox	7.9	2.7	-1.1	0.6	4.5	-2.2
TRPML3 agonist	-0.9	0.3	1.6	0.5	0.8	-0.1
S1P4 antag	-1.8	-2.2	-9.4	-20.3	-2.1	7.4
S1P4 agonist	-1.6	0.9	-1.4	1.9	1.8	1.2
EP2 modulator	-4.1	-12.1	16.6	-12.2	-24.5	-21.1
PERK inhibitor	-1.8	0.9	0.7	-0.6	0.0	-0.6
BaF3 tox	10.7	5.1	2.2	5.8	12.8	-0.1

37. COCC(=O)NCCc1ccc(S(N)(=O)=O)cc1
38. COc1ccccc1/C=C/C(=O)NCC(=O)N/N=C/c1cccnc1
39. CN(C(=O)COC(=O)c1ccc(NS(=O)(=O)c2cccs2)cc1)C1CCCCC1
40. CCOC(=O)C1CCCN(C(=O)c2cc3ncc(Br)cn3n2)C1 (stereo not given)
41. CC1CC(C)CN(C(=O)Nc2ccccc2F)C1 (stereo not given)
42. COc1ccc(S(=O)(=O)N(C)c2ccc(C(N)=O)cc2)cc1
43. Cc1ccc(NC(=O)CSc2nnc(NC(=O)c3ccco3)s2)cc1
44. COc1cnc(SC(C)C)[nH]c1=O

compound no.	37	38	39	40	41	42	43	44
m-calpain inh	20.9	-46.2	-0.1	0.6	2.8	-64.6	-25.0	8.0
TRPN1 ag	0.7	0.7	2.1	0.9	-0.6	-0.4	1.2	0.7
Ba/F3 V617F tox	5.2	1.4	5.5	-2.6	-2.2	-2.5	-1.3	0.0
TRPML3 agonist	0.5	0.5	0.5	0.5	0.7	0.5	0.7	1.4
S1P4 antag	8.4	-10.4	-6.1	-23.6	-21.7	-15.4	-2.1	-9.3
S1P4 agonist	-2.1	1.5	-1.4	-0.2	-0.6	0.3	-0.5	0.2
EP2 modulator	8.4	-20.2	16.5	3.9	22.2	-10.2	41.5	12.9
PERK inhibitor	0.2	0.6	-0.6	0.3	0.0	1.0	-0.6	0.7
BaF3 tox	5.4	9.3	8.2	1.0	2.1	4.1	4.6	-0.2
